Source: PubChem (National Center for Advancing Translational Sciences (NCATS))
DT40 TDP1 CPT = qHTS for Inhibitors of human tyrosyl-DNA phosphodiesterase 1 (TDP1): qHTS in cells in presence of CPT. chicken DT40 Tdp1-/-;hTDP1 cells + 20 nM CPT, ATP luminescence, 48 h. Potency, µM (highest dose often 46.2 µM), inactives show top-dose activity change, negative = growth inhibition, most hits filed as inhibitors. actives 12% (n = 420,000). AID 686979, 2013; further: nearly all actives have a fitted effect of over 55% in size
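Chicken DT40 Tdp1-/- cells complemented with human TDP1, 400 cells/well, exposed to compounds plus 20 nM camptothecin for at least 48 h at 37 C; viability read as ATP content by CellTiter-Glo luminescence.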
N370S GC = qHTS Assay for Inhibitors and Activators of N370S glucocerebrosidase as a Potential Chaperone Treatment of Gaucher Disease. Lysosomal acid glucosylceramidase (Homo sapiens), P04062. N370S GC spleen homogenate, 4MU-glucoside fluorescence. Potency, µM (highest dose often 59.4 µM), for inactives: at the highest dose activity change, negative = inhibition, actives largely listed as inhibitors. actives 0.092% (n = 330,000). AID 2101, 2009;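 further: 0% = full enzyme activity and -100% = no enzyme basal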
FEN1 inh = qHTS Assay for the Inhibitors of Human Flap endonuclease 1 (FEN1); P39748; Recombinant FEN1 flap cleavage, fluorescence, 15 min; Potency, µM (doses to about 114 µM), without a hit: at the top dose activity change, negative = inhibition, usual class: inhibitors; actives 0.35% (n = 390,000); further: nearly all actives have a fitted effect of over 65% in size
Target sequence (P39748 whole entry, looked up): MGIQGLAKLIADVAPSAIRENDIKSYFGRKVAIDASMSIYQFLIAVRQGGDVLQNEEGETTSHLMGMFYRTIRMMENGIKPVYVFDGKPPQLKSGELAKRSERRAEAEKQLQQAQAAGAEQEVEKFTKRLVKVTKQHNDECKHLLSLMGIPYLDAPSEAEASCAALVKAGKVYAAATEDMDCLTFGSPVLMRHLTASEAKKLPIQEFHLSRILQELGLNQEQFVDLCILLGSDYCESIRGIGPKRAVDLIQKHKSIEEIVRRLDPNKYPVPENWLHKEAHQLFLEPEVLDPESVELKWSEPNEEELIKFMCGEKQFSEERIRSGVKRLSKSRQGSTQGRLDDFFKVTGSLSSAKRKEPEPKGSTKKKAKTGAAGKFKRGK
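Read-out was taken twice, immediately and after 15 min, following addition of 50 nM substrate to 10 nM FEN1 that had sat with test compound for 15 min at room temperature. Curves came from a four-parameter Hill model.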
The depositor's hits bear a star; & = joins results of further samples. The call rests on the fitted dose curve; in most records, active means well fitted curve in the direction sought with a large enough effect; inconclusive means small, poorly fitted or top-dose-only effect, or another doubt; inactive means no such curve, though single readings can be large; an effect the other way counts as inactive or inconclusive. Unless noted, on the % scale 0 is the no-effect control and ±100 the full control effect; potency means the concentration at half of the fitted maximal effect. Only part of the results is shown. The share of hits here may be higher or lower than overall.

COc1ccc(-n2c(SCc3cccnc3)nc3c(c2=O)SCC3)cc1OC was read as DT40 TDP1 CPT -2%, N370S GC 0% and FEN1 inh 9%.
Screening O=C(O/N=C\c1ccc(N2CCCCC2)c([N+](=O)[O-])c1)c1ccc(Cl)cc1Cl returned DT40 TDP1 CPT inconclusive, N370S GC 12% and FEN1 inh 1%.
`COc1ccc(NC(=O)COC(=O)c2ccc(C)c(S(=O)(=O)N3CCCCC3)c2)cc1` gave DT40 TDP1 CPT inconclusive and FEN1 inh -20%.
`CCCCn1nc(C(=O)NNC(=O)c2ccncc2)c2ccccc2c1=O` gave DT40 TDP1 CPT -19%, N370S GC -7% and FEN1 inh 6%.
For CN(C(=O)c1cc2ccccc2cc1O)C1CCCCC1 the results were DT40 TDP1 CPT inconclusive, N370S GC 3% and FEN1 inh 2%.
For CCOC(=O)CNC(=O)CCCCCC(=O)NCC(=O)OCC the results were DT40 TDP1 CPT -24%, N370S GC -3% and FEN1 inh 1%.
Screening CC(C)C(OC(=O)c1cccs1)C(=O)NCc1ccco1 (stereo unspecified) returned DT40 TDP1 CPT inconclusive, N370S GC 5% and FEN1 inh -2%.
For O=C(Cc1cn(Cc2cccc(Cl)c2)c2ccccc12)N1CCCCCC1 the results were DT40 TDP1 CPT inconclusive, N370S GC 17% and FEN1 inh -19%.
Screening COc1ccc(C(=O)N2CCC(C(=O)O)CC2)cc1 returned DT40 TDP1 CPT -6%, N370S GC 5% and FEN1 inh -1%.
CCN(CC)C(=O)COc1ccc(-c2nnc(N3CCCCC3)c3ccccc23)cc1 was read as DT40 TDP1 CPT -26%, N370S GC 4% and FEN1 inh -9%.
Screening C=CCN(CC=C)S(=O)(=O)c1ccc(NC(=S)NC(=O)c2ccco2)cc1 returned DT40 TDP1 CPT inconclusive, N370S GC 11% and FEN1 inh -3%.
`CSCCC(NC(=O)c1ccc(Cl)cc1)C(=O)NC(C)(C)C` (stereo unspecified) gave DT40 TDP1 CPT inconclusive, N370S GC 6% and FEN1 inh -2%.
CN(C)S(=O)(=O)c1ccc(C(=O)N2CCN(C(=O)C3CCCO3)CC2)cc1 (stereo unspecified) was read as DT40 TDP1 CPT 1% and FEN1 inh -6%.
Screening CCOC(=O)CSc1nc2cc3c(cc2cc1CC)OCCO3 returned DT40 TDP1 CPT -1%, N370S GC 4% and FEN1 inh -4%.
CCOc1ccc(CCNC(=O)COC(=O)c2c(OC)cccc2OC)cc1OCC was read as DT40 TDP1 CPT inconclusive, N370S GC 1% and FEN1 inh -10%.

Fetched by compound from above:
`COc1ccc(NC(=O)COC(=O)c2ccc(C)c(S(=O)(=O)N3CCCCC3)c2)cc1` gave DT40 TDP1 CPT inconclusive and FEN1 inh -20%.
Screening CCOC(=O)CSc1nc2cc3c(cc2cc1CC)OCCO3 returned DT40 TDP1 CPT -1%, N370S GC 4% and FEN1 inh -4%.

(next part)
`O=C(Nc1ccc(Cl)c([N+](=O)[O-])c1)C(Sc1ccccc1)c1ccccc1` (stereo unspecified) gave DT40 TDP1 CPT inconclusive, N370S GC 8% and FEN1 inh -16%.
`COc1ccc(S(=O)(=O)Nc2c(C)cccc2C)cc1-n1cnnn1` gave DT40 TDP1 CPT inconclusive, N370S GC 2% and FEN1 inh 3%.
For CN(C)CCCNC(=O)Cc1ccc(Br)cc1 the results were DT40 TDP1 CPT 3%, N370S GC 4% and FEN1 inh -1%.
Screening NC(=O)C1c2ccccc2Oc2ccccc21 returned DT40 TDP1 CPT 30%, N370S GC -6% and FEN1 inh 7%.
CC(C)CCn1c(Sc2nc3ccccc3o2)nc2c1c(=O)[nH]c(=O)n2C was read as DT40 TDP1 CPT 18µM*, N370S GC 18% and FEN1 inh 2%.
Cc1ccc(C(=O)/C=C/C(=O)O)cc1 was read as DT40 TDP1 CPT inconclusive, N370S GC 2% and FEN1 inh -5%.
Screening N=c1c2c(-c3ccccc3)c(-c3ccccc3)n(Cc3ccccc3)c2ncn1CCO returned DT40 TDP1 CPT -118%, N370S GC 4µM* and FEN1 inh -1%.
`CC(C)c1ccc(/C=N/NC(=O)c2ccc(-n3cnnn3)cc2)cc1` gave DT40 TDP1 CPT inconclusive, N370S GC -15% and FEN1 inh 2%.
`COc1ccc(N2C(=O)CSC23C(=O)N(CC(=O)NCc2ccccc2)c2ccccc23)cc1` (stereo unspecified) gave DT40 TDP1 CPT -5% and FEN1 inh 2%.
`OCCC1CN(Cc2cc3c(cc2Cl)OCO3)CCN1Cc1ccccc1` (stereo unspecified) gave DT40 TDP1 CPT inconclusive, N370S GC -7% and FEN1 inh 12%.
`CSc1nc2ccccc2n1Cc1cccc(F)c1` gave DT40 TDP1 CPT inconclusive, N370S GC 0% and FEN1 inh -12%.
Screening O=C1c2cccc3c(N4CCCCC4)ccc(c23)C(=O)N1c1ccccc1O returned DT40 TDP1 CPT 13µM*, N370S GC -2% and FEN1 inh -1%.
`CCOC(=O)c1cccc(NC(=O)CSc2nnc(-c3ccoc3C)n2CC)c1` gave DT40 TDP1 CPT -13%, N370S GC -4% and FEN1 inh -2%.
For CCCN1CCN(CCCNC(=O)c2cc3c(=O)[nH]c4ccccc4c3s2)CC1 the results were DT40 TDP1 CPT inconclusive, N370S GC -3% and FEN1 inh -24%&-14%.
`COC(=O)Cn1c(CCC(=O)O)ccc1-c1ccccc1` gave DT40 TDP1 CPT 1%, N370S GC 2% and FEN1 inh 0%.

5 entries already listed, sorted by SMILES length, largest number first:
CC(C)CCn1c(Sc2nc3ccccc3o2)nc2c1c(=O)[nH]c(=O)n2C was read as DT40 TDP1 CPT 18µM*, N370S GC 18% and FEN1 inh 2%.
`OCCC1CN(Cc2cc3c(cc2Cl)OCO3)CCN1Cc1ccccc1` (stereo unspecified) gave DT40 TDP1 CPT inconclusive, N370S GC -7% and FEN1 inh 12%.
`COC(=O)Cn1c(CCC(=O)O)ccc1-c1ccccc1` gave DT40 TDP1 CPT 1%, N370S GC 2% and FEN1 inh 0%.
For CN(C)CCCNC(=O)Cc1ccc(Br)cc1 the results were DT40 TDP1 CPT 3%, N370S GC 4% and FEN1 inh -1%.
Screening NC(=O)C1c2ccccc2Oc2ccccc21 returned DT40 TDP1 CPT 30%, N370S GC -6% and FEN1 inh 7%.

(listing goes on)
Cc1cccc(NC(=O)C2CCN(S(=O)(=O)c3ccc4ccccc4c3)CC2)n1 was read as DT40 TDP1 CPT -29%, N370S GC -7% and FEN1 inh -1%.
`COc1ccc(C(=O)N2CCN=C2SC)cc1` gave DT40 TDP1 CPT 3%, N370S GC 7% and FEN1 inh -1%.
`COc1cc(/C=C(\C#N)c2nc3ccccc3[nH]2)ccc1OCc1cccc(C(F)(F)F)c1` gave DT40 TDP1 CPT 12µM* and FEN1 inh -23%.
For COc1ccc(Nc2c3c(nc4ccc(NC(=O)c5ccc(F)cc5)cc24)CCCC3)cc1OC the results were DT40 TDP1 CPT inconclusive and FEN1 inh -29%.
For O=C(CCNS(=O)(=O)c1c(Cl)cccc1Cl)N1CCCC1 the results were DT40 TDP1 CPT 5% and FEN1 inh 20%.
c1cc(CNCC2CCCO2)ccn1 (stereo unspecified) was read as DT40 TDP1 CPT -8%, N370S GC 1% and FEN1 inh -1%.
For COc1cc(C(=O)NNC(=O)c2ccoc2C)cc(OC)c1OC the results were DT40 TDP1 CPT -13%, N370S GC 8% and FEN1 inh 14%.
For COc1c2ccoc2c(OC[C@@H](O)C(C)(C)O)c2oc(=O)ccc12 the results were DT40 TDP1 CPT -7%, N370S GC 1% and FEN1 inh 11%.
Screening CC(=O)Nc1nc2nc(-c3ccccc3)cc(-c3ccccc3)n2n1 returned DT40 TDP1 CPT inconclusive, N370S GC 12% and FEN1 inh 6%.
`CCOCCOC(=O)c1ccc(NC(=O)c2cc3ccccc3o2)cc1` gave DT40 TDP1 CPT -16% and FEN1 inh -6%.
`Cn1cncc1C#Cc1ccc2c(=O)c3ccccc3oc2c1` gave DT40 TDP1 CPT inconclusive and FEN1 inh -19%.
For CCC(=O)c1ccc(OC(=O)/C=C/c2cc(OC)c(OC)c(OC)c2)cc1 the results were DT40 TDP1 CPT 2%, N370S GC -1% and FEN1 inh -17%.
`O=C(NC1CCCC1)C1=COCCO1` gave DT40 TDP1 CPT -1%, N370S GC 6% and FEN1 inh -4%.
`CCCCCOC(=O)C(C)c1c(C)[nH]c(=S)[nH]c1=O` (stereo unspecified) gave DT40 TDP1 CPT 0%, N370S GC 0% and FEN1 inh -3%.
COc1ccc(C)cc1NC(=O)C(C)N1CCOCC1 (stereo unspecified) was read as DT40 TDP1 CPT 0%, N370S GC -2% and FEN1 inh 16%.
For Cc1ncc([N+](=O)[O-])n1S(=O)(=O)c1cc(Br)ccc1Br the results were DT40 TDP1 CPT -5%, N370S GC -13% and FEN1 inh 15%.
For CCCc1nnc(NS(=O)(=O)c2ccc(OC)cc2)s1 the results were DT40 TDP1 CPT 3%, N370S GC 4% and FEN1 inh -1%.
For CCOc1ccc2noc3c2c1C(=O)c1ccccc1-3 the results were DT40 TDP1 CPT 6%, N370S GC -4% and FEN1 inh -7%.
Screening O=C(CN1C(=O)NC2(CCCC2)C1=O)N1CCc2ccccc2C1 returned DT40 TDP1 CPT 15%, N370S GC -4% and FEN1 inh 13%.
`CCOC(=O)CNC(=O)C1(NC(=O)CNC(=O)OCc2ccccc2)CCCC1` gave DT40 TDP1 CPT 1% and FEN1 inh -3%.
Screening CCOCC(=O)Nc1nc2c(s1)C(=O)CC(C)(C)C2 returned DT40 TDP1 CPT -9%, N370S GC 7% and FEN1 inh 20%.
Screening O=C(CNc1ccc2ccccc2c1)N/N=C/c1ccncc1 returned DT40 TDP1 CPT -6%, N370S GC -7% and FEN1 inh -8%.
For O=C1NC(c2cccc3ccccc23)Nc2ccccc21 (stereo unspecified) the results were DT40 TDP1 CPT 0.58µM* and FEN1 inh -4%.
Screening CC(=NCCCn1ccnc1)c1c(C)[nH]n(-c2ccc([N+](=O)[O-])cc2)c1=O returned DT40 TDP1 CPT -11%, N370S GC 1% and FEN1 inh 3%.
`CC(=O)O[C@@]1(C(C)=O)CCC2C3C=C(C)C4=CC(=O)CCC4(C)C3CCC21C` (stereo partly specified) gave DT40 TDP1 CPT -6% and N370S GC 17%.
`CC1(C)CC(=O)C(C=NCCN2CCN(C(=S)Nc3cccc(Cl)c3)CC2)=C(O)C1` gave DT40 TDP1 CPT 0%, N370S GC 18% and FEN1 inh -2%.
COc1ccccc1OCC(=O)Nc1ccc(O)cc1C(=O)O was read as DT40 TDP1 CPT -2%, N370S GC 4% and FEN1 inh 1%.
Screening COc1ccc(CC(=O)Nc2ccccc2-c2ccccc2)cc1OC returned DT40 TDP1 CPT 16µM*, N370S GC 4% and FEN1 inh 4%.
Screening O=C(NCC(c1ccco1)N1CCN(c2ccc(F)cc2)CC1)c1ccco1 (stereo unspecified) returned DT40 TDP1 CPT inconclusive, N370S GC -8% and FEN1 inh -2%.
CCCCOC(=O)c1ccc(NC(=O)c2csnn2)cc1 was read as DT40 TDP1 CPT -18% and FEN1 inh -1%.
COc1cccc(NC(=O)CSc2nnc3scc(-c4ccc(Cl)cc4)n23)c1 was read as DT40 TDP1 CPT inconclusive and FEN1 inh -3%.
Screening COCC(=O)N1CCC(Oc2ccc(C(=O)N3CCCCC3COC)cc2)CC1 (stereo unspecified) returned DT40 TDP1 CPT -5%, N370S GC -2% and FEN1 inh -12%.
For CCCn1c(SCC(=O)NC2CCCC(C)C2C)n[nH]c1=O (stereo unspecified) the results were DT40 TDP1 CPT 17%, N370S GC 3% and FEN1 inh -8%.
CC1(C)CC(CC(=O)NNc2nc(-c3ccccc3)cs2)C(=O)O1 (stereo unspecified) was read as DT40 TDP1 CPT inconclusive, N370S GC -22% and FEN1 inh 0%.
`Fc1cccc(CSc2ncnc3c2ncn3C2CCCCO2)c1` (stereo unspecified) gave DT40 TDP1 CPT inconclusive and FEN1 inh 17%.
For COCCNC(=O)CSc1nc2sccc2c(=O)n1-c1ccccc1 the results were DT40 TDP1 CPT -4%, N370S GC 4% and FEN1 inh -10%.
Screening Fc1ccc(-n2nc(-c3ccccc3)c3cnc4ccccc4c32)cc1Cl returned DT40 TDP1 CPT -1% and FEN1 inh 1%.
Screening COc1ccc(-c2sc3ccccc3c2-c2ccc(OCCN3CCOCC3)cc2)cc1 returned DT40 TDP1 CPT 15µM* and FEN1 inh -7%.
COc1cc(Cl)cc(C(=O)O)c1OCC(=O)O was read as DT40 TDP1 CPT -7%, N370S GC -2% and FEN1 inh 4%.

Molecules listed so far that have bromine (2):
For CN(C)CCCNC(=O)Cc1ccc(Br)cc1 the results were DT40 TDP1 CPT 3%, N370S GC 4% and FEN1 inh -1%.
For Cc1ncc([N+](=O)[O-])n1S(=O)(=O)c1cc(Br)ccc1Br the results were DT40 TDP1 CPT -5%, N370S GC -13% and FEN1 inh 15%.
